Screening data as filed in PubChem.
TRPM1 prom inh – inhibitors of MITF-dependent TRPM1 promoter reporter, primary screen, cell-based, SK-MEL-5, single point, luciferase; SK-MEL-5 TRPM1 promoter luciferase, 24 h; inhibition, % at 12.5 µM; actives 0.83% (n = 330,000); AID 488899, 2010;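 active means mean inhibition across replicates of 60% or more, whatever share of single replicates reaches that level; inconclusive means some that reach 60%, reason not given; inactive means mean inhibition across replicates below 60%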; further: values of inactives mirror those of a sister screen read the other way
CF NFkB block – inhibitors of PAF-induced NF-kB signaling, primary screen, cell-based, GFP fluorescence, uHTS. KKLEB NF-kB-GFP reporter, GFP fluorescence overnight. inhibition, % at 5 µM. actives 0.86% (n = 360,000);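 active means at least 50% inhibition at 5 µM, scaled per plate between neutral and stimulator controls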;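 further: PAF is a Pseudomonas aeruginosa culture filtrate used as stimulus; plate controls were PAF-stimulated DMSO wells for no effect and unstimulated DMSO wells for full effect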
Shn3 inh set2 – reduction of Shn3 3'UTR firefly luciferase signal, primary screen, Schnurri-3 inhibitor project, cell-based, Clone20 osteoblasts, set 2; inhibition, % at 12.5 µM; AID 588674, 2011; Clone20 osteoblast Shn3 3'UTR firefly luciferase, 24 h; actives 0.52% (n = 360,000);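 active means mean inhibition of at least 75% with every replicate also reaching 75%; inconclusive means mean inhibition at least 75% but some replicate below; inactive means mean inhibition below 75%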;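 further: 0% = median of neutral control wells and 100% = pilot-screen positive control compound; some compounds past the cut are filed as inactive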
CaV13 ICDI inh – Disruptors of the CACNA1D IQ motif to Ca2+-dependent inactivation inhibitor domain association, primary screening, Förster resonance energy transfer in intact living …; HEK cells, CFP/YFP FRET ICDI-IQ, plate reader, 10 min; percent FRET-ratio fall versus neutral wells; actives 0.098% (n = 340,000); inhibition, % at 12.3 µM;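 active means mean replicate inhibition of at least 30% and at least 1% of replicates passing that level; inconclusive means only one of the two criteria is met; inactive means neither criterion is met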;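 further: 0% = median of the neutral control wells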
KKLEB cytotox – cytotoxicity in KKLEB CF airway cells, primary screen, cytotoxicity control for CF NF-kB inhibitor project, cell-based, uHTS, fluorescence assay plates; KKLEB CF airway cells viability, ATPlite luminescence, overnight; stronger effect = lower value; cells stimulated with P. aeruginosa culture filtrate; activity change (cytotoxicity), % at 5 µM; actives 0.36% (n = 360,000); AID 602141, 2011;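 active means corrected activity change at or below -50% at 5 µM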
Peg3 promoter – Peg3 promoter-driven luciferase inhibitors, primary screen, cell-based, HeLa, luciferase luminescence; actives 1.7% (n = 360,000); HeLa PEG-Prom luciferase reporter, overnight; inhibition, % at 20 µM; AID 588405, 2011;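 active means inhibition of at least 50% at 20 µM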
Vif imaging – HIV Vif self-association inhibitors, primary screen, imaging, HEK293T, single point; HEK293T cells, Vif self-association by quenched fluorescence, 24 h; inhibition, % at 7.49 µM; actives 0.35% (n = 340,000); AID 602346, 2012; in the data active means inhibition above about 50%, passing the limit was not always enough; inconclusive means no clear call, values can overlap the other calls; inactive means below about 31%; further: some results filed as inactive read as strong as hits
NR2E3 ag-1 – inhibitors of NR2E3-RetCOR corepressor binding, primary screen, NR2E3 agonist project, biochemical, TR-FRET, GST-NR2E3, biotin-RetCOR; 1536-well; actives 0.12% (n = 320,000); Photoreceptor-specific nuclear receptor (Homo sapiens), Q9Y5X4; inhibition of corepressor binding, % at 4.78 µM; AID 2300, 2010;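 active means percent inhibition above the cutoff of mean plus 3 SD of all tested compounds, set per screening campaign, cut at about 20% in these data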;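 further: 0% = DMSO wells and 100% = biotin wells as full block of FRET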
Target sequence (Q9Y5X4 whole entry, looked up): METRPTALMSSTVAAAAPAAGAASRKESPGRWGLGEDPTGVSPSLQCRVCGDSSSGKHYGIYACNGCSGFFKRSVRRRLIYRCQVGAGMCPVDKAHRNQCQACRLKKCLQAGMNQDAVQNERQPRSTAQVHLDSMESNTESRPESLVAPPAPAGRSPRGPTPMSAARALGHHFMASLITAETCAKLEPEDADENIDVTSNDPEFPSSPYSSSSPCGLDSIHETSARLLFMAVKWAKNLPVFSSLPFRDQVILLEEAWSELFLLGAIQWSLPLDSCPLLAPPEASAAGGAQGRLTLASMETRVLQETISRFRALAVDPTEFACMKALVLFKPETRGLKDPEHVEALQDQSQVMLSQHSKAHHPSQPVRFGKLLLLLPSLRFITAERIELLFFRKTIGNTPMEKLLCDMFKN
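Material: NR2E3–RetCOR corepressor complex / Amount: 1.35 nM GST-NR2E3 / Medium: Tris pH 7.5 / Compound: single nominal compound dose of 4.8 µM / Incubation: 5 h at 4 °C / Technique: TR-FRET, Eu(K)-anti-GST donor, streptavidin-D2 acceptor, ex 340, em 617/671 nm / Read-out basis: percent loss of FRET ratio relative to control wells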
HIF-2a inh – HIF-2a reporter inhibitors, primary screen, luminescence, 786-0 RCC cells. AID 624352, 2012. inhibition, % at 18.8 µM. 786-0 RCC cells HIF-2a reporter, luciferase luminescence, overnight. actives 0.72% (n = 360,000);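 active means inhibition of the luminescence signal of 40% or more relative to plate controls, in a single-dose primary screen at 18.75 µM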
PDI inh – inhibitors of human PDI, primary screen, biochemical, turbidity, single point, plate reader. Protein disulfide-isomerase (Homo sapiens), P07237. PDI insulin aggregation turbidity, A650, 90 min. inhibition, % at 10 µM. actives 0.052% (n = 350,000);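 active means mean inhibition across replicates of 30% or more, whatever share of single replicates reach that level; inconclusive means mean inhibition below 30% while every single replicate reaches 30%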;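 further: absorbance from insulin aggregation driven by PDI reduction with DTT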
Target sequence (P07237 whole entry, looked up): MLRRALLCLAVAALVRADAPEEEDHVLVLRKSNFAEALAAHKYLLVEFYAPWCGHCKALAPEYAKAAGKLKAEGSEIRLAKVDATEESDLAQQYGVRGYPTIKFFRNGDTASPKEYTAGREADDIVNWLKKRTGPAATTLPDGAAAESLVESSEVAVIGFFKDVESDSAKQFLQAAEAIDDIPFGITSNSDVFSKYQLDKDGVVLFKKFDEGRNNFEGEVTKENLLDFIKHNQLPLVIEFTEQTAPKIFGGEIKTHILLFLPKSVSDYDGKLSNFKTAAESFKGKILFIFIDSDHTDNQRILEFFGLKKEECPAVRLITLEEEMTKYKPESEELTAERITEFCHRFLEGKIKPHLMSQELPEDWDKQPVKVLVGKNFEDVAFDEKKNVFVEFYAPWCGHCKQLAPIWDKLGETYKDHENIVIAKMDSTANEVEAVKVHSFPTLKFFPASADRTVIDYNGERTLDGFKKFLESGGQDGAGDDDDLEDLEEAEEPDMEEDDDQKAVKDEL
NR2E3 ag-2 – NR2E3 agonists in two-hybrid cells, primary screen, cell-based, luminescence, CHO-S, Gal4-NCOR/VP16-NR2E3. Photoreceptor-specific nuclear receptor (Homo sapiens), Q9Y5X4. luciferase. inhibition of corepressor binding, % at 3.98 µM. actives 0.35% (n = 360,000). AID 602229, 2012;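 active means inhibition above the mean of all tested compounds plus 3 SD, cut at about 70% in these data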;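 further: 0% = DMSO with NR2E3 transfected cells and 100% = cells lacking NR2E3 construct; higher means lower luciferase signal from less NR2E3 corepressor binding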
* hit, by the source's call; ? = inconclusive; . = no result given.

SMILES	TRPM1 prom inh	CF NFkB block	Shn3 inh set2	CaV13 ICDI inh	KKLEB cytotox	Peg3 promoter	Vif imaging	NR2E3 ag-1	HIF-2a inh	PDI inh	NR2E3 ag-2
CCc1nnc(NC(=O)CSc2ccc(-c3ccc(-n4cccn4)cc3)nn2)s1	-75.7	11.1	-146.9	-16.4	-17.5	-247.2	?	2.6	-179.3	16.0	-25.0
CC1=C(C(=O)OCc2ccccc2)C(c2ccc(Cl)cc2)NC(=O)N1CCCCCC(=O)O (stereo not drawn)	.	0.6	12.4	-11.7	-4.4	9.0	-4.7	7.1	16.1	-4.0	22.1
CC(=O)c1cccc(NC(=O)c2nccnc2C(=O)O)c1	7.3	-21.5	-4.6	-9.0	-3.1	-1.2	-13.7	-3.0	-1.7	9.9	-3.9
COc1ccc2nc(NC(=O)c3c(C)noc3C)sc2c1	.	-18.7	-61.7	-2.4	1.1	-297.8	5.5	1.9	-218.2	22.3	-85.4
N=c1c2c3c(sc2nc2n1CCCCC2)CCCC3	-21.9	8.2	-11.2	-4.3	-4.5	-66.4	12.6	-2.3	-79.7	-15.7	-35.0
CCn1c2ccccc2c2cc(NS(=O)(=O)c3ccccc3C)ccc21	14.3	9.6	11.3	.	-1.4	32.8	24.1	-2.4	25.1	2.8	-27.4
CC1CC(C)(C)CC2(C1)NC(=O)N(CC(=O)OCC(=O)Nc1cc(S(=O)(=O)N3CCCCC3)ccc1Cl)C2=O (stereo not drawn)	.	-11.8	-7.5	-5.6	3.4	-2.9	1.8	.	12.0	-3.5	-22.5
CCOc1cc(/C=C2\C(=O)NN(c3ccccc3)C2=O)cc([N+](=O)[O-])c1O	6.3	1.0	-7.3	-4.2	-20.4	12.1	2.9	1.4	16.0	0.8	-8.5
C=CCOc1ccc(/C=C2\C(=N)N3N=C(S(=O)(=O)CC)SC3=NC2=O)cc1OC	-4.2	-0.9	1.9	-4.3	5.9	10.0	-2.7	6.6	18.0	1.6	-11.6
CCCNC(=S)N1CCN(C(c2ccccc2)c2ccccc2)CC1	-7.8	1.6	-0.4	-14.3	-7.7	7.9	6.4	-0.6	15.8	0.2	-17.8
CN1CCC(=NNC(=O)C(=O)NC2CCCCC2)CC1	-0.4	-3.2	-14.6	-7.5	-3.7	9.0	-3.4	-0.9	-4.1	1.2	-0.3
CC(C)CCn1c(NCCN(C)C)nc2c1c(=O)[nH]c(=O)n2C	4.2	-5.4	-9.7	.	-1.4	-8.3	5.2	-2.9	9.5	-0.5	-11.8
Cc1c(-c2ccccc2)oc2c(C(=O)OCC(=O)Nc3cccc(F)c3)cccc2c1=O	-20.3	5.3	5.2	-6.9	-12.9	-14.9	-4.1	0.5	-9.1	2.4	-12.8
COC(=O)COc1ccc(S(=O)(=O)N2CCOCC2)cc1C	11.5	-5.2	-46.4	-10.5	7.5	9.5	2.6	-2.0	18.0	1.5	-10.8
CCn1cc(C(=O)NCCCOC)c(=O)c2cc(S(=O)(=O)N3CCC(C)CC3)ccc21	-14.9	1.1	-0.8	-2.9	1.0	10.0	-4.7	0.2	11.5	0.6	2.4
COc1ccccc1CNC(=O)c1cc2sccc2n1C	-10.5	13.7	9.2	-2.6	-2.5	-7.3	6.1	1.2	-72.9	-2.0	-3.1
CCOC(=O)C1CCCN(C(=O)c2cc(-c3ccc(C)cc3)nc3ccccc23)C1 (stereo not drawn)	-31.7	9.0	67.3	-2.8	-2.7	-41.5	0.3	1.9	-85.4	-1.9	-49.6
Nc1nc(NCc2ccco2)nc(N2CCCCCC2)c1[N+](=O)[O-]	16.8	13.5	-36.3	-7.1	-3.1	17.2	-11.3	-3.6	13.0	0.1	25.3
Cc1ccc2nc(CSc3nnc(Cc4cccs4)n3C3CCCCC3)cc(=O)n2c1	-6.4	2.9	2.1	-6.1	1.1	10.5	-8.0	-2.4	19.1	-0.9	-10.0
Cc1ccc(S(=O)(=O)Cn2nnnc2C(CC(C)C)N2CCN(c3ccc(F)cc3)CC2)cc1 (stereo not drawn)	5.1	-5.0	31.7	-5.1	7.6	12.8	-8.2	-0.7	9.2	-5.1	-20.2
Cc1ccc(Cl)cc1NC(=S)N1CCC(c2ccccc2)C1 (stereo not drawn)	-7.9	4.8	-11.4	-15.1	-5.3	-3.8	?	-0.8	-18.3	10.1	-19.6
OCc1nc2ccccc2n1CCOc1ccccc1	5.8	3.9	6.0	-18.4	-6.2	1.9	-4.3	-0.3	16.7	0.0	19.9
Nc1nc(COC(=O)C2CCN(C(=O)c3ccc(Cl)cc3)CC2)nc(Nc2ccccc2)n1	2.0	5.6	10.6	-4.8	-8.1	-0.1	5.1	-0.8	3.3	-3.8	-15.5
Cc1ccc(S(=O)(=O)N2CCCCC2)cc1NC(=O)CSc1nnc(C2CC2)n1C	6.0	-8.4	0.1	-4.8	11.7	8.1	8.3	.	16.1	3.9	-5.6
O=C(c1ccc(Cl)c(F)c1F)N1CCCC1	-3.4	1.1	-7.0	-5.1	1.7	7.0	.	-0.8	4.6	-7.5	-0.2
COc1ccc(Cc2nnc(SCC(=O)N3CCCCC3)o2)cc1	4.7	3.3	-2.5	4.2	-6.7	-4.8	-2.7	2.7	-4.0	-6.3	19.5
CCOc1ccccc1NC(=O)C1CCCN(S(=O)(=O)c2ccc(-n3cnnn3)cc2)C1 (stereo not drawn)	2.7	-12.9	3.8	-3.1	1.5	8.0	7.7	4.6	12.1	-6.9	-15.6
COc1cc2c(cc1NC(=S)Nc1ccccc1C)oc1ccccc12	-14.6	10.7	-8.8	.	11.0	-79.9	-0.1	-1.7	-75.0	-0.8	-7.8
C=CCn1c(SCC(N)=O)nnc1-c1cc2c(s1)CCC(CC)C2 (stereo not drawn)	-62.0	5.0	-39.1	-2.0	6.7	-210.9	3.7	-2.9	-156.0	9.0	-13.4
COc1ccc(C(=O)CSc2ccc3nnc(-c4cccnc4)n3n2)cc1	-5.2	-30.9	6.7	3.6	1.4	16.3	-0.4	2.6	27.6	-1.0	4.0
O=C(CCOc1ccc(F)cc1)Nc1nccs1	3.1	-5.5	-71.6	-2.4	1.6	-31.7	-2.6	0.5	-12.4	1.1	-14.8
CCCC(C(=O)NCc1ccccc1)N(C(=O)Cn1nnc(-c2cccs2)n1)c1ccc2c(c1)OCCO2 (stereo not drawn)	0.0	-4.6	13.4	-3.6	-4.9	9.8	9.6	2.0	18.5	2.9	-7.8
C1CCN(Cc2nnnn2CC2CCCO2)CC1 (stereo not drawn)	5.1	-0.6	-8.5	-4.1	-9.1	4.9	6.3	1.2	9.7	6.6	-1.5
CCCCc1ccc(NC(=O)c2c(C)noc2C)cc1	-15.5	10.7	-6.6	-4.0	2.0	-37.5	-5.7	-1.7	-90.7	10.3	-10.4
O=C1CCCc2c1[nH]c1ccc(CN3CCCCC3)cc21	-8.3	-20.3	-12.8	-6.7	7.4	-1.8	7.9	-3.1	4.6	0.5	-12.0
CCN(CC)Cc1c(O)c(Cl)cc2c(C)c(C)c(=O)oc12	11.3	1.8	-22.7	.	8.5	5.7	8.6	5.9	-6.6	-3.3	10.3
CCCc1cc(-c2n[nH]c(=S)n2Cc2ccccc2)cs1	-5.6	-7.3	0.7	-7.5	0.1	5.6	-10.0	0.5	-13.3	0.5	-14.4
COc1ccc(CCNC(=O)COC(=O)c2cc(=O)c3ccccc3o2)cc1	3.5	0.6	-4.3	-4.5	2.2	0.3	.	3.1	7.0	8.6	-8.0
CC(=O)Nc1ccc(NC(=O)COC(=O)c2n[nH]c3ccccc23)cc1	-3.8	-5.4	2.1	-8.4	-0.2	1.9	6.7	4.8	-1.2	2.4	4.2
Cc1cc(C)nc(/N=C(\N)Nc2ccc3c(c2)OCCO3)n1	0.9	-7.0	12.0	-6.3	-3.0	7.3	-0.4	1.4	-9.2	-3.3	-14.0
Cc1ccccc1C(=O)OC(C)C(=O)NCc1ccc2c(c1)OCO2 (stereo not drawn)	-3.4	6.9	-79.2	-6.3	-0.3	7.1	-2.7	1.8	6.6	3.2	-9.3
CC1(C(=O)NS(=O)(=O)c2ccc(F)cc2F)CCN1C(=O)c1ccco1 (stereo not drawn)	.	-18.2	-3.5	-4.7	6.1	0.5	-7.5	.	10.8	3.5	-0.3
CCOC(=O)Cn1nnnc1CN1CCN(c2ccc(OC)cc2)CC1	-0.3	-4.9	-22.9	13.5	-11.3	7.2	-0.3	-1.8	14.6	0.9	-4.0
CN(CC(=O)O)S(=O)(=O)c1ccc2[nH]c(=O)c(=O)[nH]c2c1	-0.2	6.7	7.4	10.9	-5.3	5.8	9.0	-2.3	4.4	2.8	-16.2
O=C(NCc1ccccn1)C(=O)Nc1ccccc1	-47.4	11.8	-35.6	2.4	2.0	-84.7	5.8	1.2	-173.1	2.1	-2.1
CC(/C=N/NC(=O)COc1ccccc1C)=N\NC(=O)COc1ccccc1C	-4.0	0.8	1.6	-2.8	2.7	11.7	-4.5	-3.3	10.4	-9.1	-5.2
O=[N+]([O-])c1ccc(S(=O)(=O)N2CCN(Cc3ccco3)CC2)cc1	8.1	15.5	-12.1	-7.3	-17.0	-9.8	8.2	2.8	2.7	-1.8	-16.9
CN(C)C(CNC(=O)c1cccc(S(=O)(=O)Nc2ccccc2Cl)c1)c1ccco1 (stereo not drawn)	-0.4	7.4	6.5	-2.8	-19.0	-9.0	-7.3	3.9	15.0	6.8	-15.9

This is a random part of the collection, and some 3.3% of all compounds hit somewhere here.
